GLP1R ag: agonists of human GLP-1 receptor; HEK293 GLP-1R CRE-luciferase, luminescence, 4-6 h; cells express a hypersensitive GLP-1R form; AID 624172; P43220; Potency, µM (series often up to 45.6 µM), for inactives: at the highest dose activation, actives largely listed as activators; hit rate 0.007% among 380,000; note: potency is the fitted concentration of half-maximal effect; % of control where 0% means no effect
Target sequence (P43220 whole entry, looked up): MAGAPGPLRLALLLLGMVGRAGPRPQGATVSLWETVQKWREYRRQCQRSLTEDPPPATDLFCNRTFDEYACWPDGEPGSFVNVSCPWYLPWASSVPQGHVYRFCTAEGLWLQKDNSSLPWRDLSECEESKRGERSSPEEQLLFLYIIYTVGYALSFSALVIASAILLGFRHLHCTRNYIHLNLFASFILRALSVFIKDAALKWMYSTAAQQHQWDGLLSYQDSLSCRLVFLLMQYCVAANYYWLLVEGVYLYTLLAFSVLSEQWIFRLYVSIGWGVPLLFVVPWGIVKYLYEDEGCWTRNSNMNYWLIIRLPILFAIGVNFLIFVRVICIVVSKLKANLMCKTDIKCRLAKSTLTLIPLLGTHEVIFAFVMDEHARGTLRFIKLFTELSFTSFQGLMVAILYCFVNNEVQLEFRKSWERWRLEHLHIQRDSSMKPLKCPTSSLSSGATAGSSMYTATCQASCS
SW480 rerep: inducers of DNA re-replication in SW480 colon cancer cells | SW480 DNA re-replication, Hoechst DNA content imaging, 48 h | Potency, µM (doses to about 46.1 µM), for the others: at the highest dose re-replication activation, hits mostly activators | hit rate 1.8% among 340,000; note: potency is the fitted concentration of half-maximal effect; % of control where 0% means no effect; nearly all actives have a fitted effect of over 55% in size
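Readout is total intensity of Hoechst-stained nuclei, excited at 405 nm and collected at 500-530 nm. Compound treatment lasted 48 hr at 37 C in 5% CO2 before staining.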
DRD3 antagonist: antagonists of human D3 dopamine receptor; D3R cells, DiscoveRx beta-arrestin luminescence, antagonist mode; active compounds read low; P35462; hit rate 2.5% among 360,000; max response, negative = inhibition, %; in the data active = max response below about -50%; inconclusive = no clear call, values can overlap the other calls; note: % is set by controls: 0 for no effect and ±100 for the full control effect; mostly tested at two doses, the higher about 12 µM
Target sequence (P35462 whole entry, looked up): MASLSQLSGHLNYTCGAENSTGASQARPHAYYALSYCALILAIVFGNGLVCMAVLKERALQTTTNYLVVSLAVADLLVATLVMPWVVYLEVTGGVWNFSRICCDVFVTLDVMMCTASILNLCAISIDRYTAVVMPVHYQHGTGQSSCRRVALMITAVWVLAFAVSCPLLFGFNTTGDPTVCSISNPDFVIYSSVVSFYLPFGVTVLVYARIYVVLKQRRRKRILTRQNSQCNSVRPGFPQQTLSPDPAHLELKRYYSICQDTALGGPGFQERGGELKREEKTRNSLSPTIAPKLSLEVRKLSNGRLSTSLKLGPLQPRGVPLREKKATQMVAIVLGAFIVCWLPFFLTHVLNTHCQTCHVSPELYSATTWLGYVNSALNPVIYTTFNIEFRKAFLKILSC
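Cells expressing the human receptor were seeded at 1500 cells/well, incubated overnight at 37 degrees C in 5% CO2, then exposed to library compounds with dopamine controls for 90 minutes at 37 degrees C before luminescent detection.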
HT1080 IDH1KD tx: toxicity to HT-1080 IDH1 knockdown cells (counter line). Potency, µM (doses to about 46.1 µM), inactives show at the highest dose activity, negative = toxicity, actives largely listed as cytotoxic. hit rate 2% among 360,000. HT-1080 IDH1 knockdown viability, ATP luminescence, 48 h;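 note: potency is the fitted concentration of half-maximal effect; 0% = DMSO wells and -100% = cell-free medium wells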
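Knockdown cells (IDH1KD HT-1080) received compounds 2 h after plating at 750 cells/well and were kept 48 h at 37 °C in 5% FBS RPMI. A CellTiter-Glo luminescence read gave % activity for curve fitting.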
DRD3 agonist: activates the human D3 dopamine receptor; D3R DiscoveRx beta-arrestin cells, luminescence, 90 min; max activation, %; hit rate 0.58% among 410,000; in the data active = max activation above about 30%; note: 0% is about no effect; mostly tested at two doses, the higher about 12 µM
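Agonist mode: compounds and dopamine controls were applied to plated cells for 90 min at 37 degrees C after an overnight attachment at 1500 cells/well. Luminescent read-out followed 30 - 60 minutes at room temperature with DiscoveRx detection reagent.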
KB-3-1 cytotox: KB-3-1 parental cell cytotoxicity; KB-3-1 viability, CellTiter-Glo ATP luminescence, 72 h; hit rate 1.4% among 400,000; Potency, µM (doses to about 46.1 µM), without a hit: top-dose activity change, negative = cytotoxic, hits mostly cytotoxic; note: potency is the fitted concentration of half-maximal effect; % is set by controls: 0 for no effect and ±100 for the full control effect; nearly all actives have a fitted effect of over 60% in size
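Cytotoxicity measured as CellTiter-Glo luminescence after 72 h at 37 C. Compound titrations were pinned onto drug-naive KB-3-1 parental adenocarcinoma cells grown in DMEM with 10% FBS, and normalized data fitted to concentration-response curves.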
IL-1B inflam inh: inhibitors of inflammasome signaling (IL-1 beta secretion); THP-1 LPS/ATP IL-1B secretion, AlphaLISA, 16 h; active compounds read low; AID 743279; activity change, % at 57.5 µM; hit rate 4.7% among 360,000; in the data active = activity change below about -50%; inconclusive = mostly about -30% to -49%; note: % is set by controls: 0 for no effect and ±100 for the full control effect
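Secreted IL-1B measured by AlphaLISA bead assay after 16 h compound exposure of THP-1 cells; compounds (final up to 57.5 uM) added 1 h before LPS (250 ng/mL) and ATP (1.25 mM) stimulation; lower signal means less secretion.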
HT1080-NT tox: kills 2HG-producing HT-1080-NT fibrosarcoma cells. HT-1080-NT fibrosarcoma viability, CellTiter-Glo ATP luminescence, 48 h. Potency, µM (doses to about 46.1 µM), for inactives: top-dose activity, negative = less viability, actives largely listed as cytotoxic. hit rate 1.6% among 360,000;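 note: NT is the 2HG producing partner of a matched IDH1 knockdown line; potency is the fitted concentration of half-maximal effect; 0% = DMSO-treated cells and -100% = media-only wells without cells; nearly all actives have a fitted effect of over 55% in size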
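Fibrosarcoma NT cells, 750 per well in 5% FBS RPMI, were exposed to compound for 48 hours. Viability: CellTiter-Glo luminescence.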
KB-V1 cytotox: kills drug-selected multidrug resistant KB-V1 cells | KB-V1 MDR cells viability, CellTiter-Glo, 72 h | Potency, µM (doses to about 46.1 µM), inactives show at the highest dose activity change, negative = cytotoxicity, usual class: cytotoxic | hit rate 3.4% among 400,000 | AID 1347076; note: potency is the fitted concentration of half-maximal effect; % is set by controls: 0 for no effect and ±100 for the full control effect; nearly all actives have a fitted effect of over 60% in size
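Cytotoxicity toward P-gp-expressing KB-V1 cells was determined as loss of CellTiter-Glo luminescence after 72 h at 37 degrees C. Compounds were tested in quantitative HTS format across a concentration range, with curves fitted to normalized data.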
* hit, by the source's call; u = inconclusive; x = no result given; [ ] = another dose, or the depositor's remark. Unless noted, calls come from the whole dose curve; as a rule, active = well fitted curve in the direction sought with a large enough effect; inconclusive = small, poorly fitted or top-dose-only effect, or another doubt; inactive = no such curve, though single readings can be large; an effect the other way counts as inactive or inconclusive.

SMILES	GLP1R ag	SW480 rerep	DRD3 antagonist	HT1080 IDH1KD tx	DRD3 agonist	KB-3-1 cytotox	IL-1B inflam inh	HT1080-NT tox	KB-V1 cytotox
Cn1ccnc1SCC(=O)c1c[nH]c2ccccc12	6%	4%	3	-3%	1	3%	12	-9%	0%
COC(=O)COc1ccc(S(=O)(=O)N2CCCCC2)cc1[N+](=O)[O-]	11%	2%	5	9%	-4	2%	-17	16%	9%
O=C(Cn1cnc2scc(-c3ccccc3)c2c1=O)N1CCOCC1	-7%	-5%	17	-20%	0	1%	-11	-23%	24%
Cc1nn(C)c(C)c1CN(C)C(=O)c1cc2n(n1)C(C(F)(F)F)CC(c1cccs1)N2 (stereo not given)	7%	-1%	22	-14%	10	0%	-6	-21%	-10%
CCOC(=O)c1c(C)oc2c1c(C=NC1CCS(=O)(=O)C1)c(O)c1ccccc12 (stereo not given)	2%	u	20	2%	4	u	0	10%	u
O=C(Nc1nnc([C@H]2C[C@H](O)[C@@H](CO)O2)s1)c1cccc(Oc2ccccc2)c1	-7%	x	0	-2%	-13	3%	-1	1%	-11%
CC(=O)c1ccc(NC(=S)N2CCN(CCN3C(=O)c4cccc5cccc(c45)C3=O)CC2)cc1	-15%	-1%	-16	8%	-7	6%	2	10%	4%
CN(Cc1ccccc1)S(=O)(=O)c1ccc2c(c1)n(C)c(=O)c(=O)n2C	-5%	-15%	12	6%	3	1%	0	9%	-6%
Brc1cc2c(cc1/C=N/Nc1nc(N3CCCC3)nc(N3CCOCC3)n1)OCO2	6%	-4%	-11	18%	0	-5%	u	13%	u
Cc1[nH]n(-c2ccccc2)c(=O)c1C=Nc1ccc(S(N)(=O)=O)cc1	7%	-69%[inhibitor]	-12	-17%	5	0%	15	5%	2%
Cn1nnc2cc(C(=O)NCc3ccc4c(c3)OCO4)ccc21	-3%	1%	10	13%	-1	-9%	-8	1%	-2%
Cc1ccc(-c2nnc(Cc3ccc(Cl)cc3)o2)cc1	21%	1%	-29	4%	2	12%	0	13%	0%
CCOc1ccc2c3c(c(=O)oc2c1OCC)CCCC3	26%	1%	0	10%[9.24 µM]	-4	-1%	-52*	-2%	7.3µM*
O=C1C(=O)N(CCOCCO)C(c2ccccn2)/C1=C(\O)c1ccccc1 (stereo not given)	-3%	-2%	-2	-4%	-6	-1%	-10	-2%	4%
CCN(CCC(=O)O)c1ccccc1	-7%	-1%	u	9%	-5	-5%	32	12%	12%
CCC(C)NC(=S)N(Cc1cc2cc(C)ccc2n2nnnc12)CC(C)(C)NC(C)C (stereo not given)	1%	-2%	-6	2%	-4	u	7	9%	12%
COc1ccccc1N1CCN(c2cc(C)nc3nc(C)nn23)CC1	-1%	1%	11	-7%	3	5%	4	-5%	19%
O=C(CN1C(=O)C2(SCC(=O)N2c2ccc(F)cc2)c2ccccc21)NCCc1ccccc1 (stereo not given)	-7%	x	x	x	0	-6%	x	x	-18%
CC(=O)COC(=O)C1CC(=O)N(c2ccc(C)c(C)c2)C1 (stereo not given)	1%	-8%	-9	-1%	-3	-6%	-1	2%	7%
O=C(Cc1c(F)cccc1Cl)OCN1C(=O)c2ccccc2C1=O	8%	2%	-7	15%	-4	3%	16	15%	6%
Cc1ccc(C)c(N2CCN(CCCNC(=O)Cn3cccc3C(=O)c3ccccc3)CC2)c1	-2%	u	-68*	8%	-16	u	-23	2%	-3%
COc1ccc(CNC(=O)c2cnc3scc(C)n3c2=O)cc1	16%	-6%	14	19%	2	18%	3	15%	12%
O=C(COc1ccc(S(=O)(=O)NCc2ccccc2)cc1)NCc1cccnc1	0%	7%	9	-7%	0	11%	0	-10%	5%
CCc1nc2ccccc2n1CC(=O)Nc1cc(C)on1	4%	-5%	-4	-4%	-2	-2%	-9	0%	0%
O=C(/C=C/c1cccs1)NCc1cccs1	-1%	u	-8	9%	-2	0%	5	17%	-17%
Cn1cnnc1SCc1ccc(C#N)cc1	0%	0%	0	4%	5	0%	7	6%	9%
C(#CCN1CCOCC1)COCCCOC(c1ccccc1)c1ccccc1	2%	-9%	42	-23%	-18	-26%	-8	-16%	-16%
O=C(C1CCOCC1)N1CCCC(N2CCN(c3cccc(Cl)c3)CC2)C1 (stereo not given)	0%	-8%	4	16%	-8	-17%	39	13%	-6%
CCOc1cc(C2C(C#N)=C(N)SC(N)=C2C#N)ccc1OCCN1CCOCC1	15%	-1%	-11	-21%	-14	7%	-8	-2%	-4%
CC(C)C[C@@H]1CN=C(N)N1C[C@@H]1CCCN1C[C@H](C)N1C[C@@H](Cc2ccccc2)N(CCc2ccc(Cl)c(Cl)c2)C1=N	0%	-7%	u	-3%	-11	0%	0	0%	0%
CCN(C(=O)Cn1nc(C)c([N+](=O)[O-])c1C)c1c(N)n(Cc2ccccc2)c(=O)[nH]c1=O	-12%	-3%	6	11%	1	1%	5	3%	-2%
CCCN1CN(Cc2ccccc2)CNC1=S	-7%	4%	5	15%	2	-1%	-1	8%	-17%
Cc1ccc(C(=O)NNC(=O)c2cccnc2SCc2cccc([N+](=O)[O-])c2)cc1	-5%	-11%	15	2%	6	-3%	-4	1%	u
CCN1C(=O)/C(=C\N2CCN(c3ccccc3)CC2)SC1=S	-11%	-2%	13	4%	0	8%	u	14%	u
Cc1cccc(CCN2CCN=C2N(C)C)c1	11%	-2%	-5	3%	10	-10%	8	-1%	14%
CCCCN(C)C(=O)c1sc(=O)n(Cc2ccccc2C#N)c1C	6%	x	2	2%	1	2%	-7	10%	u
COC(=O)CSC(=S)N1C(C)CCCC1C (stereo not given)	9%	-22%	1	-1%	-8	5%	7	13%	u
Cc1ccc(NC(=O)CSc2nnc(Cn3c(=O)sc4ccccc43)n2C)cc1Cl	1%	7%	-14	-4%	-7	-4%	53	3%	-13%
Cc1cc(Nc2ccc(F)cc2C)n2nc(C)nc2n1	-5%	0%	-17	-2%	1	1%	33	1%	-2%
CC(=O)N1CCc2c(sc(NC(=O)C3CCN(S(=O)(=O)c4cccs4)CC3)c2C(N)=O)C1	11%	-366%[inhibitor]	3	-8%	0	3%	-20	-14%	11%
COc1cccc(CSc2nc(N)cc(N)n2)c1	-11%	u	-23	3%	-16	0%	21	7%	-5%
CCCC(=O)N1CCC1(C)C(=O)NCc1ccc(SC)cc1 (stereo not given)	3%	x	-3	18%	-7	4%	21	1%	-29%
NC(=O)/C(=N\OC(=O)c1ccco1)c1nc(-c2ccc(Br)cc2)cs1	-2%	16%	-22	-19%	4	u	u	-19%	9.2µM*
CNC(=S)NNC(=O)c1sccc1OCc1ccccc1	3%	0%	-22	5%	-24	3%	21	1%	-22%
COC(=O)CSc1ncnc2c1cnn2-c1ccc(C)cc1C	2%	1%	13	9%	-1	-1%	-8	8%	-3%
Cc1nc2ccc(C(=O)NCCCn3ccnc3)cn2c1N(C)CC1CCCCC1	16%	x	u	-30%	-17	0%	u	-28%	3%
CC1=C(C(=O)Nc2ccccc2)C(c2ccc(N(C)C)cc2)NC(=O)N1 (stereo not given)	-8%	-4%	3	8%	8	0%	-5	6%	2%
O=C(NCc1ccccn1)c1ccc2c(=O)n3nc(Nc4ccccc4)sc3nc2c1	7%	4%	-5	u	-2	-3%	-15	u	17%
COc1cc(C(=O)OCC(=O)NCCC2=CCCCC2)ccc1OCC(C)C	0%	-10%	7	12%	2	-9%	-4	1%	-9%
Cc1ccc(OCC(=O)c2ccc(Cl)s2)c([N+](=O)[O-])n1	-3%	u	9	5%	14	-2%	-73*	1%	7%
COc1ccc(NS(=O)(=O)c2ccc3oc(=O)ccc3c2)cc1	0%	-10%	7	4%	-15	-4%	7	1%	5%

Gathered by group: the entries above containing an aryl thioether with sulfur outside any ring
SMILES	GLP1R ag	SW480 rerep	DRD3 antagonist	HT1080 IDH1KD tx	DRD3 agonist	KB-3-1 cytotox	IL-1B inflam inh	HT1080-NT tox	KB-V1 cytotox
Cn1ccnc1SCC(=O)c1c[nH]c2ccccc12	6%	4%	3	-3%	1	3%	12	-9%	0%
Cn1cnnc1SCc1ccc(C#N)cc1	0%	0%	0	4%	5	0%	7	6%	9%
Cc1ccc(C(=O)NNC(=O)c2cccnc2SCc2cccc([N+](=O)[O-])c2)cc1	-5%	-11%	15	2%	6	-3%	-4	1%	u
Cc1ccc(NC(=O)CSc2nnc(Cn3c(=O)sc4ccccc43)n2C)cc1Cl	1%	7%	-14	-4%	-7	-4%	53	3%	-13%
COc1cccc(CSc2nc(N)cc(N)n2)c1	-11%	u	-23	3%	-16	0%	21	7%	-5%
CCCC(=O)N1CCC1(C)C(=O)NCc1ccc(SC)cc1 (stereo not given)	3%	x	-3	18%	-7	4%	21	1%	-29%
COC(=O)CSc1ncnc2c1cnn2-c1ccc(C)cc1C	2%	1%	13	9%	-1	-1%	-8	8%	-3%

Part of the list above, limited to IL-1B inflam inh and KB-V1 cytotox.
| SMILES | IL-1B inflam inh | KB-V1 cytotox |
| --- | --- | --- |
| Brc1cc2c(cc1/C=N/Nc1nc(N3CCCC3)nc(N3CCOCC3)n1)OCO2 | u | u |
| Cc1[nH]n(-c2ccccc2)c(=O)c1C=Nc1ccc(S(N)(=O)=O)cc1 | 15 | 2% |
